# phage Ecoli inh = E. coli growth loss with phage present; growth absorbance; 0.26% of 360,000 active; AID 651602; inhibition, % at 11.9 µM; in the data active = inhibition above about 11%
# * hit, by the source's call.
SMILES	phage Ecoli inh
CC1C(=O)N(Cc2cn(Cc3ccco3)nn2)CCS(=O)(=O)N1Cc1ccc(-c2ccc(F)cc2Cl)cc1 (stereo unspecified)	0.4
Cc1ccc(S(=O)(=O)N2[C@@H](c3cccc(Cl)c3)C(C(=O)OC(C)(C)C)=CC[C@H]2c2ccc(C(C)C)cc2)cc1	3.5
CC1=C(C(=O)N2CCCCCC2)CC(CC(=O)NC2CCCC2)C(=O)N1Cc1ccccc1 (stereo unspecified)	4.1
Cc1cccc(C)c1NC(=O)C1(C)CN(S(C)(=O)=O)CC(=O)N1CCCN1CCOCC1 (stereo unspecified)	0.2
CC(C)C1CC(N(C)C)=CC(=S)N1 (stereo unspecified)	5.5
CN(C)CCNC(=O)c1cccc(-c2cccc3nncn23)c1	1.4
Cc1cccc(S(=O)(=O)NC(=O)C2(C)CCN2C(=O)Cc2ccsc2)c1 (stereo unspecified)	0.2
O=C(Nc1ccc(F)cc1)C(c1cccc(F)c1)N1CCN(c2ccncc2)CC1 (stereo unspecified)	-0.6
COc1ccc(-c2cc(NC(=O)Cc3c[nH]c4ccccc34)ccc2Nc2cccnc2)c(OC)c1	1.4
CC1(C(=O)NS(=O)(=O)C2CC2)CCN(C(=O)c2ccccc2OC(F)(F)F)C1 (stereo unspecified)	2.3
CCCNC(=O)C1(C)CCCN(C(=O)c2c(C)noc2C)C1 (stereo unspecified)	2.5
COC(=O)C1=C(C)NC(=S)NC1c1ccc(Br)cc1 (stereo unspecified)	2.5
CC(=O)c1ccc(-c2cnc3c(NC=O)cc(-c4cccc(NS(C)(=O)=O)c4)cn23)cc1	0.6
O=C(NCc1ccccc1)C(c1ccccc1)n1c(=O)c(-c2ccco2)nc2ccccc21 (stereo unspecified)	3.2
CC[C@H](C)[C@@H](N)C(=O)NC[C@H]1O[C@@H](n2cnc3c(=O)[nH]c(N)nc32)[C@H](O)[C@@H]1O	2.3
Cc1cccc(S(=O)(=O)NC(=O)C2(C)CCN2C(=O)c2ccccc2)c1 (stereo unspecified)	2.5
Cc1ccccc1S(=O)(=O)N(C)C[C@H]1OCc2cn(nn2)CCCC(=O)N([C@@H](C)CO)C[C@@H]1C	-0.7
CC(CNC(=O)CC[C@H]1O[C@@H](n2ccc(=O)[nH]c2=O)[C@H](O)[C@@H]1O)c1ccccc1 (stereo partly specified)	4.1
CC1(C(=O)NCCc2ccccc2)Cc2c(-c3cccc(C(N)=O)c3)ccnc2O1 (stereo unspecified)	-2.0
CCc1nc2c(OCc3ccccc3)cccn2c1N(Cc1ccccc1)C(C)=O	1.2
Cc1nc2c(OCc3ccc(C(F)(F)F)cc3)cccn2c1N(C)Cc1cccs1	1.6
CCCc1nc2c3ccccc3ccn2c1Cc1cccc(Cl)c1	1.7
COC(=O)C[C@@H]1CC[C@H](NC(=O)Nc2ccc(F)cc2)[C@@H](CO)O1	1.9
N#CCC1(O)C(=O)N(Cc2ccccc2)c2ccccc21 (stereo unspecified)	1.7
CC1(Oc2ccc3ccccc3c2)CCN(Cc2cccn2-c2nccs2)C1 (stereo unspecified)	1.6
COc1cccc(C(NC(C)=O)c2nc(-c3ccc4ccccc4c3)cs2)c1 (stereo unspecified)	1.4
COc1cccc(C(NC(C)=O)c2nc(-c3cccs3)cs2)c1 (stereo unspecified)	1.8
CC1(C)Oc2cc3oc(=O)ccc3c3c2C2C1CCC(C)(O3)C2O (stereo unspecified)	1.4
CN(C)c1ccc(-c2ccnc3c2CC(C)(C(=O)Nc2ccc(Cl)c(C(F)(F)F)c2)O3)cc1 (stereo unspecified)	-0.9
COc1ccc(CNC(=O)[C@@H](Cc2ccccc2)NC(=O)[C@H]2O[C@@H](n3cnc4c(=O)[nH]c(N)nc43)[C@H](O)[C@@H]2O)cc1	1.9

# Look-ups from the entries so far.
# `CC(CNC(=O)CC[C@H]1O[C@@H](n2ccc(=O)[nH]c2=O)[C@H](O)[C@@H]1O)c1ccccc1` (stereo partly specified) – phage Ecoli inh = 4.1
# `COc1cccc(C(NC(C)=O)c2nc(-c3ccc4ccccc4c3)cs2)c1` (stereo unspecified) – phage Ecoli inh = 1.4
# `CC1(Oc2ccc3ccccc3c2)CCN(Cc2cccn2-c2nccs2)C1` (stereo unspecified) – phage Ecoli inh = 1.6
# `CCc1nc2c(OCc3ccccc3)cccn2c1N(Cc1ccccc1)C(C)=O` – phage Ecoli inh = 1.2

# Next entries
SMILES	phage Ecoli inh
COc1cc(C=C2C(=O)C=CC2=O)ccc1O	2.8
CC1(C(=O)NS(=O)(=O)C2CC2)CCCN(C(=O)CSc2ccccc2)C1 (stereo unspecified)	1.1
CCOC(=O)C1=CCC(c2ccc(F)cc2)N(S(=O)(=O)c2ccc(C)cc2)C1 (stereo unspecified)	-0.9
Cc1cc(C)c2cc(N)c(Cl)nc2n1	1.9
CCc1nc2c(OCC(=O)C(C)(C)C)cccn2c1N(C)C(=O)c1ccc(C)cc1	1.1
Nc1ncnc2c1ncn2[C@@H]1O[C@H](C(=O)N2CCSC2)[C@@H](O)[C@H]1O	2.8
CCOC(=O)[C@H]1Nc2ccc(Cl)cc2[C@@H]2[C@H]1C1CC(c3ccccc31)N2C(=O)OCc1ccccc1 (stereo partly specified)	1.8
COc1cccc(-c2cnc(C(O)c3ccc(OC)c(F)c3)[nH]2)c1 (stereo unspecified)	1.9
Cc1c(C(=O)NCCN(C)C)n(C)c(=O)c2ccccc12	-0.5
C=CCOC(=O)Nc1nc(CCNC(=O)OCc2ccccc2)c(C(=O)O)s1	1.2
COC(=O)[C@@H](N[C@H](/C=C/c1ccccc1)[C@@H](O)Cc1ccccc1)C(C)C	2.1
O=S1(=O)CC(N2CC=CC2)CN1Cc1ccc(F)cc1 (stereo unspecified)	-0.2
O=[N+]([O-])c1ccc2[nH]ccc2c1	1.1
CNc1ccc(-c2cc(OC)ccc2OC)cn1	3.5
CC(=O)N1CCN(C(C(=O)Nc2c(C)cccc2C)c2cccc(F)c2)CC1 (stereo unspecified)	1.9

# 3 entries from above, as labelled records:
SMILES: CCOC(=O)[C@H]1Nc2ccc(Cl)cc2[C@@H]2[C@H]1C1CC(c3ccccc31)N2C(=O)OCc1ccccc1 (stereo partly specified)
  phage Ecoli inh = 1.8
SMILES: COc1cccc(-c2cnc(C(O)c3ccc(OC)c(F)c3)[nH]2)c1 (stereo unspecified)
  phage Ecoli inh = 1.9
SMILES: Cc1c(C(=O)NCCN(C)C)n(C)c(=O)c2ccccc12
  phage Ecoli inh = -0.5

# Arranged by length of the SMILES (lowest first): some entries from above.
SMILES	phage Ecoli inh
O=[N+]([O-])c1ccc2[nH]ccc2c1	1.1
Cc1c(C(=O)NCCN(C)C)n(C)c(=O)c2ccccc12	-0.5
CCOC(=O)C1=CCC(c2ccc(F)cc2)N(S(=O)(=O)c2ccc(C)cc2)C1 (stereo unspecified)	-0.9

# Additional entries:
SMILES	phage Ecoli inh
CCCNC(=O)c1cc(C2CCCCN2C(=O)c2cc(F)ccc2C)on1 (stereo unspecified)	0.9
C/C=C/c1cccc(-c2nc(C(=O)N3CCOCC3)cc3c2[C@H](CCO)N(C(=O)NC(C)C)C3)c1	-1.1
Nc1ccn([C@@H]2O[C@H](C(=O)N[C@H](Cc3ccccc3)C(=O)N3CCN(C(=O)N4CCCCC4)CC3)[C@@H](O)[C@H]2O)c(=O)n1	1.1
O=C(Nc1ccccc1)c1cc(C2COCCN2C(=O)CCCc2ccccc2)on1 (stereo unspecified)	3.2
CC1(C(=O)Nc2ccc3c(c2)OCCO3)CSCC(=O)N1C1CC1 (stereo unspecified)	0.7
COC(=O)C[C@@H]1OC[C@H](CO)N1S(=O)(=O)c1ccc(C)cc1	1.8
COc1cccc(C(C)(O)c2nc(-c3ccc(OC)nc3)cs2)c1 (stereo unspecified)	2.5
Cc1nnc(NCC=Cc2ccccc2)s1	1.9
C=CCC12C[C@@]3(O[C@H](c4ccc(C(F)(F)F)cc4)N=C3C[C@H](c3ccc(OC)cc3)[C@H]1C)N(Cc1ccc3c(c1)OCO3)C2=O	-1.3
Cc1ccc(S(=O)(=O)N2C(c3cccc(Cl)c3)CC=C(C(=O)O)C2c2cccc(Cl)c2)cc1 (stereo unspecified)	0.9
C[C@@H](c1ccccc1)N1C[C@H](COCc2ccccc2)Oc2cc(N3CC[C@@H](O)C3)ccc2S1(=O)=O	0.4
Cc1noc(C)c1C(=O)N1CCC1(C)C(=O)NS(=O)(=O)c1ccc(Br)cc1 (stereo unspecified)	2.5
C[C@@H]1COc2cccc(NC3CC3)c2S(=O)(=O)N1	1.8
Cn1cc(-c2csc(C(C)(O)c3cccc(F)c3)n2)cn1 (stereo unspecified)	0.5
CC(=O)c1ccc(OC2(C)CCN(Cc3ccc4c(c3)OCCO4)C2)cc1 (stereo unspecified)	1.0
OC[C@@H]1CN(Cc2ccc(-c3ccccc3)cc2)C[C@H](n2cnc3c(NC4CCCC4)ncnc32)O1	0.3
Cc1ccc(S(=O)(=O)N(C)[C@H]2C[C@H]3c4[nH]c5ccccc5c4CCN3C[C@H]2[C@H](C)O)cc1	3.6
CCc1ccc([C@H]2C[C@H]3[C@H]4C(=O)N(c5ccccc5)C(=O)[C@H]4CC(=O)[C@@H]3CN2S(=O)(=O)c2ccc(C)cc2)cc1	1.4
CC(C)[C@H](CO)NC(=O)[C@H]1O[C@@H](n2ccc(=O)[nH]c2=O)[C@H](O)[C@@H]1O	2.6
Cc1ccc(-c2nc3ccc(Br)cn3c2Cc2cccc(Cl)c2)cc1	3.4
Nc1sc(-c2ccccc2)cc1C(=O)N1CCN(c2ccccc2)CC1	1.2
O=C(Nc1cccc(Oc2ccccc2)c1)C1Cc2c(-c3ccc4c(c3)OCO4)ccnc2O1 (stereo unspecified)	1.6
CC1(C(=O)NCc2ccccc2Br)CCN1C(=O)CCc1ccc(Cl)cc1Cl (stereo unspecified)	1.1
COc1ccccc1NC(=O)Nc1nc(C(N)C2CCCCC2)cs1 (stereo unspecified)	-1.5
COc1ccc(NC(=O)C2(C)CCN2CCc2ccccc2)cc1OC (stereo unspecified)	1.7
FC(F)(F)c1ccccc1Cc1c(-c2ccco2)nc2ccc(Br)cn12	-0.2
C=CCn1c2c(c3ccccc31)CCC2	2.8
CCOC(=O)[C@]12CCCC=C1N(Cc1cccc3ccccc13)C(=O)[C@H](CC(=O)N1CCC(c3ccccc3)CC1)C2	2.2
CC1(C(=O)NS(=O)(=O)c2cccc(Cl)c2)CCN1C(=O)Cc1ccc(-c2ccccc2)cc1 (stereo unspecified)	0.4
CC(C)C[C@@H]1CN(CCCC[C@H]2CNC(=O)C(=O)N2CCC2CCCCC2)C(=O)C(=O)N1Cc1ccccc1	0.7
CCCNC(=O)C1(C)CCN(C(=O)c2cccc(C#N)c2)C1 (stereo unspecified)	0.5
CC(C)(C)C(=O)c1c(N)[nH]c(C(=O)c2ccccc2)c1-c1ccc([N+](=O)[O-])cc1	1.9
COc1cc(OC)cc(-c2c(Sc3ccccc3)c3cc(-c4ccc(SC)cc4)ccc3n2C)c1	2.0
Cc1cc2c(cc1C)-n1nnnc1C(N(C)Cc1ccccc1)C(=O)N2 (stereo unspecified)	2.6
Nc1ncnc2c1ccn2[C@H]1CN(Cc2ccc(Cl)cc2)C[C@@H](CO)O1	3.2
Nc1nc2c(C(=O)N3CCCC3)nnn2c2ccccc12	3.7
COc1cccc2[nH]c(-c3ccccn3)nc12	3.3
O=C(NCc1ccc(F)cc1)c1cc(C2CCCN(C(=O)c3ccccn3)C2)on1 (stereo unspecified)	-1.3
Cc1nc(C(F)(F)F)ccc1C(=O)N1CCC1(C)C(=O)NS(=O)(=O)c1cccc(F)c1 (stereo unspecified)	-0.2
Nc1[nH]c(C(=O)c2ccccc2)c(-c2ccc(Cl)cc2)c1C(=O)NCc1ccco1	0.9
COc1ccccc1Cc1c(-c2cccc(Cl)c2)nc2ccc(Br)cn12	0.5
CC1Cc2[nH]c(=S)[nH]c(=O)c2C(C(C)C)O1 (stereo unspecified)	2.1
O=C(C[C@H]1CC[C@@H](NC(=O)c2ccncc2)[C@@H](CO)O1)NCC1CC1	0.5
COc1ccc(C(NC(=O)C2CCN(CCCOc3ccccc3)CC2)c2cccs2)cc1 (stereo unspecified)	-0.5
CCCCNC(=O)c1nc(C2CCN(S(=O)(=O)c3ccc(F)c(F)c3)CC2)oc1-c1cccc(C(F)(F)F)c1	0.4
CCc1nc2c(OCC3COc4ccccc4O3)cccn2c1N(C)C(=O)c1ccc(OC)cc1 (stereo unspecified)	-1.7
COc1cc(CNc2ncnc3c2ncn3[C@H]2CN(CCN3CCOCC3)C[C@@H](CO)O2)cc(OC)c1OC	3.2
COC(=O)[C@]12C[C@H](CC(=O)NCCCN3CCCC3=O)C(=O)N(Cc3ccccc3)C1=C[C@H](C1CCCC1)O[C@@H]2C	1.8
Nc1[nH]c(C(=O)c2ccccc2)c(-c2ccc(Cl)c(F)c2)c1C(=O)NCCc1c[nH]c2ccccc12	1.2
CCC(=O)N1CCC1(C)C(=O)Nc1cccc2cccnc12 (stereo unspecified)	1.3
CC1(Oc2ccccc2)CCN(Cc2ccc(-c3ccccn3)cc2)C1 (stereo unspecified)	4.7
COc1cccc(CNC(=O)[C@@H]2CCCN2C(=O)[C@H]2CCCCN2C(=O)c2ccccc2)c1	1.4
COCCNC(=O)C1(C)CCN(C(=O)c2cc(C)nn2C(C)(C)C)C1 (stereo unspecified)	3.2
O=C(N[C@H]1CC[C@H](CCNS(=O)(=O)c2ccc(Cl)cc2)O[C@@H]1CO)c1cccc(F)c1	-2.5
CCOC(=O)N1CCN(C(C(=O)NC2CCCC2)c2cccc(OC)c2OC)CC1 (stereo unspecified)	1.4
O=C(N[C@H](Cc1ccccc1)C(=O)N1CCN(C(=O)N2CCCCC2)CC1)[C@H]1O[C@@H](n2ccc(=O)[nH]c2=O)[C@H](O)[C@@H]1O	0.2
CSC12CCCN(CCC(C(C)(C)C)C1)C2=O (stereo unspecified)	1.8
Nc1ncnc2c1ncn2[C@@H]1O[C@H](C(=O)N2CCN(c3ccc(Cl)cn3)CC2)[C@@H](O)[C@H]1O	4.7
Cc1ccc2nc(-c3ccc(F)cc3)c(Cc3cccc(Cl)c3)n2c1	0.9
COc1cc(C(O)c2nc(-c3cncnc3)cs2)ccc1F (stereo unspecified)	1.6
OCCN1CCN(c2ncnc3c2ncn3[C@H]2CN(Cc3ccc(-c4ccccc4)cc3)C[C@@H](CO)O2)CC1	3.3

# Screens as filed in PubChem.

# This is a subset. The share of hits here may be higher or lower than overall.
